Screens deposited in PubChem BioAssay by NMMLSC.
Rab2A wt mod: changes GTP binding to wildtype dog Rab2A, up or down | P61105 | GST-Rab2 wt beads, Bodipy-GTP binding, flow cytometry | GTP binding activity, % at 10 µM | 190,000 compounds, 0.19% hits | AID 760;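 active = GTP binding activity at least 20 points away from 100%, either lowered or raised; inconclusive = signal likely due to the compound's own green fluorescence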;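 note: 0% = beads with excess unlabeled GTP and 100% = no-compound control corrected for plate trend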
Rab7 wt modul: modulators of GTP binding to dog Rab7 wildtype GTPase; 190,000 compounds, 0.055% hits; GTP binding activity (percent of control), % at 10 µM; GST-Rab7 beads, fluorescent GTP binding, flow cytometry; actives lie on both sides; untreated = 100%, excess cold GTP = 0%;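 active = fluorescent GTP binding to Rab7 beads changed by at least 20 points from the 100% baseline, either direction, mostly lower; inconclusive = compound itself probably fluorescent, or too few beads counted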;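 note: median green fluorescence of bound Bodipy-FL-GTP per Rab7 bead population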
Bcl-W Bim block: inhibitors of Bim-Bcl-W interaction, human | AID 952 | inhibition, % at 10 µM | 190,000 compounds, 0.02% hits | Q92843 | bead-based flow cytometry, Bim peptide-Bcl-W binding;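 note: 0% = bound tracer without compound and 100% = peptide blocker; higher means less fluorescent Bim peptide bound to Bcl-W beads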
HRas wt GTP bind: human HRas wildtype GTP binding, change in either direction; GST-Ras wt beads, Bodipy-FL-GTP binding, flow cytometry; actives lie on both sides; 190,000 compounds, 0.14% hits; P01112; AID 759; GTP binding activity, % at 10 µM;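 active = GTP binding activity at least 20% away from the 100% baseline, either lowered as inhibitor or raised as activator; inconclusive = flagged as likely green fluorescent, judged across all proteins in the well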;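 note: 0% = unlabeled GTP competition control and 100% = no-compound control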
Target sequence (P01112 whole entry, looked up): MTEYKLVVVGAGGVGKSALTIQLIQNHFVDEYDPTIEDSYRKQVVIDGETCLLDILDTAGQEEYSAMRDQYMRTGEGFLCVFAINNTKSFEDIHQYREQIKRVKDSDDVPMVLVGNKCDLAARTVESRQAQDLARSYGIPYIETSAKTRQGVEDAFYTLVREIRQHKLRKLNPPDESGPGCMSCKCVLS
Bcl-2 Bim block: human Bim-Bcl-2 interaction inhibition | P10415 | Bead-based flow cytometry, Bim peptide-Bcl-2 binding | inhibition, % at 10 µM | 190,000 compounds, 0.06% hits | AID 950; in the data active = inhibition above about 40%; inconclusive = no clear call, values can overlap the other calls;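 note: 0% = no compound wells with probe peptide and 100% = reference peptide inhibitor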
Target sequence (P10415 whole entry, looked up): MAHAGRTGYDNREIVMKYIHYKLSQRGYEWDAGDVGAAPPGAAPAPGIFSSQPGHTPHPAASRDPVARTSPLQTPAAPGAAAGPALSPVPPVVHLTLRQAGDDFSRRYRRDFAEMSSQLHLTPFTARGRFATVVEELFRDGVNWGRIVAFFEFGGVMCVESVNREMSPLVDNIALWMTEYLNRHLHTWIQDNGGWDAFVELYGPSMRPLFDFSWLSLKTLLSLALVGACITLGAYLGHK
Bfl-1 Bim block: human Bim-Bfl-1 interaction inhibition; Q16548; Bead-based flow cytometry, Bim-Bfl-1 binding inhibition; inhibition, % at 10 µM; 190,000 compounds, 0.12% hits; AID 1008;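 note: 0% = wells without compound plus tracer and 100% = blocker peptide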
Cdc42 wt: human Cdc42 wildtype GTP binding change, either direction; P60953; GST-Cdc42 beads, Bodipy-GTP binding, flow cytometry; actives lie on both sides; percent activity (GTP binding), % at 10 µM; 190,000 compounds, 0.2% hits; AID 761;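 active = percent activity GTP binding at least 20 points away from the 100% baseline, either down as inhibitor or up as activator; inconclusive = compound flagged as likely green fluorescent from well-wide comparison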;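 note: median bead fluorescence of bound Bodipy-FL-GTP at 100 nM; 0% = excess unlabeled GTP control and 100% = no compound control; below 100% means less GTP binding so inhibitor and above means activator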
Target sequence (P60953 whole entry, looked up): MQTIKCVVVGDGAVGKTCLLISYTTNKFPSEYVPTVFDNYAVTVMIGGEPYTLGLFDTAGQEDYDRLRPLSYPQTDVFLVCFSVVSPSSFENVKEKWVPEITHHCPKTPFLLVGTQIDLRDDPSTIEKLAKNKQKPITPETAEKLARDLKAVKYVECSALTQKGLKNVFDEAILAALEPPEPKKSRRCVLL
Rac1 wt GTP bind: alters GTP binding to wildtype human Rac1 | GST-Rac1 beads, fluorescent GTP binding, flow cytometry; actives lie on both sides; 0 = cold GTP competed, 100 = untreated | GTP binding activity (% of control), % at 10 µM | 190,000 compounds, 0.27% hits;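 active = GTP binding activity at least 20 points away from the 100% control level, either lower or higher; inconclusive = compound flagged as likely green fluorescent, judged across all proteins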
Bcl-XL Bim block: human Bim-Bcl-XL interaction inhibition; Bim peptide-Bcl-XL binding, bead flow cytometry, fluorescence; inhibition, % at 10 µM; 190,000 compounds, 0.04% hits
Target sequence (Q07817 whole entry, looked up): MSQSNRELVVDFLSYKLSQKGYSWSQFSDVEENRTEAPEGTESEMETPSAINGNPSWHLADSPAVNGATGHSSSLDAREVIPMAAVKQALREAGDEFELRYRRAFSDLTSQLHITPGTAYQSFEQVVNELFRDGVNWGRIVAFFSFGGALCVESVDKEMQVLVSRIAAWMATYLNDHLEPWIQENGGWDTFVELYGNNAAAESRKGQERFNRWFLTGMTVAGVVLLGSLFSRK
Rac1 mut GTP: modulators of GTP binding to human Rac1 activated mutant | P63000 | GST-Rac1 activated beads, fluorescent GTP binding, flow cytometry; actives lie on both sides; 100% means binding = to untreated wells | percent activity (GTP binding), % at 10 µM | 190,000 compounds, 0.11% hits;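 active = GTP binding at least 20 percentage points away from the 100% baseline, in either direction, so actives lie on both sides; inconclusive = Compound likely fluorescent itself, or too few beads counted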
Bim-Bcl-B: inhibitors of Bim-Bcl-B interaction, human; Q9HD36; inhibition, % at 10 µM; AID 951; 190,000 compounds, 0.073% hits; bead-based flow cytometry, Bim peptide-Bcl-B binding;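 note: 0% = tracer peptide without compound and 100% = reference inhibitor peptide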
* marks the source's active call; other numbers are inactive results; ? = inconclusive. Cut-off read from the data, not from the text of the source, unless noted: active = inhibition above about 40%.

Screens by letter – A = Rab2A wt mod; B = Rab7 wt modul; C = Bcl-W Bim block; D = HRas wt GTP bind; E = Bcl-2 Bim block; F = Bfl-1 Bim block; G = Cdc42 wt; H = Rac1 wt GTP bind; I = Bcl-XL Bim block; J = Rac1 mut GTP; K = Bim-Bcl-B
#1 CC(C)(C)c1ccc(OC(=O)c2ccc3snnc3c2)cc1
  A: 100 | B: 96 | C: -3 | D: 101 | E: -2 | F: 0 | G: 101 | H: 103 | I: -5 | J: 98 | K: -3

#2 C/C(=N\NC(=O)c1ccc2c(c1)OCO2)c1ccco1
  A: 94 | B: 96 | C: 1 | D: 98 | E: 0 | F: -7 | G: 96 | H: 102 | I: -1 | J: 97 | K: -6

#3 Cc1cc(S(=O)(=O)Nc2c(C)ccc3nsnc23)ccc1F
  A: 99 | B: 99 | C: 0 | D: 99 | E: -8 | F: -12 | G: 102 | H: 102 | I: -15 | J: 99 | K: -6

#4 Cc1cc(Cl)ccc1OCC(=O)NCCOC(=O)Nc1sc(=S)n(C)c1C
  A: 101 | B: 102 | C: -6 | D: 103 | E: -11 | F: -15 | G: 101 | H: 104 | I: -8 | J: 99 | K: -22

#5 CC1=C(C(=O)OC(C)C)C(c2cccnc2)C2=C(CCCC2=O)N1 (stereo not given)
  A: 101 | B: 105 | C: 0 | D: 101 | E: -2 | F: -8 | G: 104 | H: 104 | I: -4 | J: 101 | K: -4

#6 Cc1ccccc1N1C(=O)CN(Cc2sccc2C)C1=S
  A: 102 | B: 99 | C: -2 | D: 102 | E: -4 | F: -2 | G: 101 | H: 106 | I: -4 | J: 102 | K: -7

#7 CCCn1c(Nc2ccccc2C)nc2ccccc21
  A: 95 | B: 94 | C: -6 | D: 97 | E: -7 | F: -5 | G: 99 | H: 101 | I: -10 | J: 96 | K: -8

#8 Cc1ccc2c(CC(=O)NCC(C)(C)N3CCOCC3)coc2c1
  A: 97 | B: 90 | C: 2 | D: 97 | E: -4 | F: -3 | G: 97 | H: 96 | I: -2 | J: 96 | K: 0

#9 COc1ccc(CC(=O)OCc2nnc(C3COc4ccccc4O3)o2)cc1OC (stereo not given)
  A: 99 | B: 94 | C: -4 | D: 100 | E: 2 | F: 0 | G: 100 | H: 102 | I: -3 | J: 99 | K: -1

#10 O=C(NCc1ccncc1)C1CCCCC1
  A: 92 | B: 97 | C: -2 | D: 94 | E: -1 | F: -2 | G: 94 | H: 92 | I: 0 | J: 93 | K: -1

#11 CCOC(=O)c1ccc(N=Nc2c(C)c(C#N)c(O)[nH]c2=O)cc1
  A: 93 | B: 103 | C: -2 | D: 95 | E: 0 | F: -7 | G: 91 | H: 90 | I: 0 | J: 91 | K: -5

#12 CCCc1ccc(Oc2c(-c3ccc(O)c(C)c3O)n[nH]c2C)cc1
  A: 103 | B: 104 | C: 1 | D: 97 | E: -10 | F: -8 | G: 101 | H: 89 | I: -5 | J: 99 | K: -7

#13 CCCOc1ccc(OCCN2CCCC(C)C2)cc1 (stereo not given)
  A: 100 | B: 101 | C: -2 | D: 101 | E: 0 | F: -2 | G: 102 | H: 105 | I: -7 | J: 99 | K: -4

#14 O=C(NCc1nnc(SCC(=O)N2CCOCC2)o1)c1cccs1
  A: 99 | B: 103 | C: -2 | D: 97 | E: 1 | F: 4 | G: 96 | H: 99 | I: -1 | J: 91 | K: 3

#15 Cc1cc(C=O)c(C)n1-c1cc(C(=O)O)cc(C(=O)O)c1
  A: ? | B: ? | C: -1 | D: ? | E: -4 | F: -3 | G: ? | H: ? | I: -3 | J: ? | K: -6

#16 O=C(COC(=O)Cc1ccc(Cl)cc1)Nc1c(F)cccc1F
  A: 96 | B: 93 | C: -2 | D: 96 | E: -3 | F: -7 | G: 97 | H: 98 | I: -2 | J: 100 | K: -4

#17 O=C(NCCCN1CCCCC1)c1ccc2c(c1)NC(=O)C(N1CCCCC1)S2 (stereo not given)
  A: 104 | B: 106 | C: 0 | D: 103 | E: -6 | F: -9 | G: 107 | H: 107 | I: -1 | J: 102 | K: -7

#18 COc1ccc(Sc2nnc(Cc3ccccc3)c3ccccc23)cc1
  A: 100 | B: 102 | C: -2 | D: 101 | E: -16 | F: -13 | G: 99 | H: 106 | I: -8 | J: 98 | K: -10

#19 COCCn1c(C)cc(C(=O)CSc2nnc(C)s2)c1C
  A: 98 | B: 98 | C: -3 | D: 97 | E: -4 | F: 0 | G: 97 | H: 97 | I: -4 | J: 97 | K: -5

#20 O=S(=O)(NC1=NCCC1)c1cccc(NC(=S)NCCc2ccccc2)c1
  A: 101 | B: 102 | C: -1 | D: 103 | E: 4 | F: 1 | G: 102 | H: 104 | I: -4 | J: 99 | K: -2

#21 CC(=O)Nc1ccc(NC(=O)/C=C/c2cccc(C(F)(F)F)c2)cc1
  A: 100 | B: 99 | C: -5 | D: 101 | E: 0 | F: 0 | G: 103 | H: 104 | I: -8 | J: 102 | K: -5

#22 COc1nc(OC)nc(N2CCC(C(=O)NCc3ccc(F)cc3)CC2)n1
  A: 97 | B: 97 | C: 3 | D: 96 | E: 5 | F: 0 | G: 98 | H: 104 | I: 0 | J: 95 | K: 11

Shown as labelled records: entries from further up.
9	COc1ccc(CC(=O)OCc2nnc(C3COc4ccccc4O3)o2)cc1OC (stereo not given)
- Rab2A wt mod: 99
- Rab7 wt modul: 94
- Bcl-W Bim block: -4
- HRas wt GTP bind: 100
- Bcl-2 Bim block: 2
- Bfl-1 Bim block: 0
- Cdc42 wt: 100
- Rac1 wt GTP bind: 102
- Bcl-XL Bim block: -3
- Rac1 mut GTP: 99
- Bim-Bcl-B: -1

10	O=C(NCc1ccncc1)C1CCCCC1
- Rab2A wt mod: 92
- Rab7 wt modul: 97
- Bcl-W Bim block: -2
- HRas wt GTP bind: 94
- Bcl-2 Bim block: -1
- Bfl-1 Bim block: -2
- Cdc42 wt: 94
- Rac1 wt GTP bind: 92
- Bcl-XL Bim block: 0
- Rac1 mut GTP: 93
- Bim-Bcl-B: -1

11	CCOC(=O)c1ccc(N=Nc2c(C)c(C#N)c(O)[nH]c2=O)cc1
- Rab2A wt mod: 93
- Rab7 wt modul: 103
- Bcl-W Bim block: -2
- HRas wt GTP bind: 95
- Bcl-2 Bim block: 0
- Bfl-1 Bim block: -7
- Cdc42 wt: 91
- Rac1 wt GTP bind: 90
- Bcl-XL Bim block: 0
- Rac1 mut GTP: 91
- Bim-Bcl-B: -5

12	CCCc1ccc(Oc2c(-c3ccc(O)c(C)c3O)n[nH]c2C)cc1
- Rab2A wt mod: 103
- Rab7 wt modul: 104
- Bcl-W Bim block: 1
- HRas wt GTP bind: 97
- Bcl-2 Bim block: -10
- Bfl-1 Bim block: -8
- Cdc42 wt: 101
- Rac1 wt GTP bind: 89
- Bcl-XL Bim block: -5
- Rac1 mut GTP: 99
- Bim-Bcl-B: -7

Taken from the entries so far (four entries):
Screens by letter – A = Rab2A wt mod; B = Rab7 wt modul; C = Bcl-W Bim block; D = HRas wt GTP bind; E = Bcl-2 Bim block; F = Bfl-1 Bim block; G = Cdc42 wt; H = Rac1 wt GTP bind; I = Bcl-XL Bim block; J = Rac1 mut GTP; K = Bim-Bcl-B
#19 COCCn1c(C)cc(C(=O)CSc2nnc(C)s2)c1C
  A: 98 | B: 98 | C: -3 | D: 97 | E: -4 | F: 0 | G: 97 | H: 97 | I: -4 | J: 97 | K: -5

#20 O=S(=O)(NC1=NCCC1)c1cccc(NC(=S)NCCc2ccccc2)c1
  A: 101 | B: 102 | C: -1 | D: 103 | E: 4 | F: 1 | G: 102 | H: 104 | I: -4 | J: 99 | K: -2

#21 CC(=O)Nc1ccc(NC(=O)/C=C/c2cccc(C(F)(F)F)c2)cc1
  A: 100 | B: 99 | C: -5 | D: 101 | E: 0 | F: 0 | G: 103 | H: 104 | I: -8 | J: 102 | K: -5

#22 COc1nc(OC)nc(N2CCC(C(=O)NCc3ccc(F)cc3)CC2)n1
  A: 97 | B: 97 | C: 3 | D: 96 | E: 5 | F: 0 | G: 98 | H: 104 | I: 0 | J: 95 | K: 11

The order is random. About 0.62% of those tested had a hit in this group.
